# AddAB inh = less growth of phage-infected E. coli with AddAB | E. coli expressing H. pylori AddAB, absorbance growth | inhibition, % at 11.9 µM | 0.29% of 330,000 active; in the data active = inhibition above about 12%;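 also: 0% = vehicle wells of infected cells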
# phage Ecoli inh = E. coli growth loss with phage present; growth absorbance; inhibition, % at 11.9 µM; 0.26% of 360,000 active; AID 651602; in the data active = inhibition above about 11%
# PKA-R2B activ = activators of human PKA-R2B complex; PKA-R2B holoenzyme dissociation, Cy5-IP20 fluorescence polarization; R2B truncated from residue 108, S112A mutant; 0% DMSO only, 100% 113 µM cGMP; activation, % at 11.4 µM; 0.079% of 340,000 active;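 active = activation above a cutoff set at the mean over all compounds plus 3 SD, cut at about 18% in these data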;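 also: higher means more holoenzyme dissociation and a rise in polarization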
# Mot1-301 SUMO = blocks SUMOylation pathway, rescuing yeast Mot1-301 growth; growth rescue, % at 18.8 µM; S. cerevisiae Mot1-301 growth rescue, ATP luminescence, 38.5C; percent above DMSO median, 100 means doubled; AID 2716; 1% of 320,000 active;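 active = every valid replicate shows activation above 250% relative to neutral control wells; inactive = the rest, any valid replicate at or below 250%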;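 also: OY570 slx delta 5 strain wells were the positive control but not used for scaling; some compounds called inactive have numbers as strong as hits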
# E coli growth = bacterial growth inhibition, counter-screen for AddAB inhibitors; E. coli V3065 growth, OD600 absorbance, 18 h; inhibition, % at 11.9 µM; 0.27% of 330,000 active; AID 449728;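 active = inhibition above the campaign's mean inhibition across all tested compounds plus 3 SD, cut at about 9.9% in these data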;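 also: uninfected addAB+ strain grown without phage in ampicillin broth; 0% = DMSO wells and 100% = ciprofloxacin 0.95 µg/ml wells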
# OPRM1-OPRD1 ag = agonists of human mu-delta opioid receptor heterodimerization | AID 504326 | 0.3% of 340,000 active | activation, % at 9.3 µM | cells, OPRM1-OPRD1 heterodimerization, luminescence; in the data active = activation above about 18%;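 also: 0% = vehicle-treated cells and 100% = reference agonist; values of inactives mirror those of a sister screen read the other way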
# Target sequence (P35372 whole entry, looked up): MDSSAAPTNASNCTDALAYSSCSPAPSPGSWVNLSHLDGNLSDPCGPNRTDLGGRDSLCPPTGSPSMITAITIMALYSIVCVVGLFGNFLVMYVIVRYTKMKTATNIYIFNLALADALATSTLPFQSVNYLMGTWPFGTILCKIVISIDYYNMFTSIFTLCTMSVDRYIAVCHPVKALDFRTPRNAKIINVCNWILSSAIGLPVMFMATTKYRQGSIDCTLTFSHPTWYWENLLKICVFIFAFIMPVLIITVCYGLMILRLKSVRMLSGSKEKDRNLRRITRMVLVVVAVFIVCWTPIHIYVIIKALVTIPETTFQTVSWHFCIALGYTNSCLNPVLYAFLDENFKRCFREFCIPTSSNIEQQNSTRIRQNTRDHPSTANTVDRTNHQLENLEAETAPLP
# Target sequence (P41143 whole entry, looked up): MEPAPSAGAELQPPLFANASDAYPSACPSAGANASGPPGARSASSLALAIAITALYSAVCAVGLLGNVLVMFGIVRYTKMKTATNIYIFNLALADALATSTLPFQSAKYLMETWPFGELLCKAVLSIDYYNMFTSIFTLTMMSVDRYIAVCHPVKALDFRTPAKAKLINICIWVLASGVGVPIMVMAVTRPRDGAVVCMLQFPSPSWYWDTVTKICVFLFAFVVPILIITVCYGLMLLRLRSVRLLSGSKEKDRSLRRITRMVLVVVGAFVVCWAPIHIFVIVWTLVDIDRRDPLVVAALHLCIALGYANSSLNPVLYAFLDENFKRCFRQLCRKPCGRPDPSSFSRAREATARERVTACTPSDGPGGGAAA
# OPRM1-OPRD1 inv = inverse agonist of human OPRM1-OPRD1 heterodimerization. P35372+P41143. cell-based MOR-DOR heterodimer luminescence, inverse agonism. inhibition, % at 9.3 µM. 0.21% of 340,000 active. AID 504357; in the data active = inhibition above about 22%, passing the limit was not always enough;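 also: 0% = cells with DMSO and 100% = wells without cells with DMSO; values of inactives mirror those of a sister screen read the other way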
# PKA-R1A activ = activators of PKA-R1A complex | P00514+P68181 | PKA-R1A dissociation, Cy5-IP20 fluorescence polarization; scaled: DMSO 0%, 113 µM cGMP 100% | activation, % at 11.4 µM | 0.083% of 340,000 active | AID 504707;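 active = percent activation above the mean of all tested compounds plus 3 SD, cut at about 19% in these data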;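 also: higher means more PKAc released from R1A so a rise in polarization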
# HTR5A inv ag = HTR5A inverse agonism, opioid heterodimer counter-screen | HTR5A cell line, luminescence | inhibition, % at 9.3 µM | 0.083% of 340,000 active; in the data active = inhibition mostly above about 23%, no sharp cut-off; inactive = mostly below about 18%;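 also: 0% = cells with DMSO and 100% = no-cell wells with DMSO; some compounds called inactive have numbers as strong as hits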
# PfHsp90 yeast 2 = growth inhibition of yeast expressing Plasmodium Hsp90. S. cerevisiae expressing PfHsp90, BacTiter-Glo ATP, 48 h; yeast lacking PDR1 and PDR3 efflux regulators. inhibition, % at 9.4 µM. 0.32% of 310,000 active. AID 504621;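 active = every replicate shows inhibition above about 80%, whatever the replicate mean, limit read from the data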;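 also: 0% = DMSO neutral controls and 100% = 20 µM radicicol positive controls; yeast relying on Plasmodium falciparum Hsp90 in place of its own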
# Tat transport = E. coli Tat transport inhibition. E. coli MC4100 TorA-mCherry Tat export, fluorescence. inhibition, % at 10 µM. 0.036% of 340,000 active. AID 488895;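 active = mean replicate inhibition at least 50% and at least half of replicates individually reaching 50%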;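 also: exported cargo escapes ClpAP degradation while cytoplasmic cargo is degraded and loses fluorescence; 0% = median of neutral control wells and 100% = median of NaSCN control wells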
# * hit, by the source's call; / = no result given.
structure	AddAB inh	phage Ecoli inh	PKA-R2B activ	Mot1-301 SUMO	E coli growth	OPRM1-OPRD1 ag	OPRM1-OPRD1 inv	PKA-R1A activ	HTR5A inv ag	PfHsp90 yeast 2	Tat transport
CCN(CC)CCSc1nnc2c3ccccc3n(CCc3ccccc3)c2n1	-1.5	1.9	4	-13	-1.4	-3.5	16	4	0	4	1
Cc1nc2ccc(NC(=O)Cc3cccc(F)c3)cc2s1	4.0	3.1	-3	181	0.9	0.0	0	8	-9	27	9
Cn1nccc1NC(=O)c1nccnc1C(=O)O	2.4	0.5	2	17	-1.5	-0.3	2	-2	-15	8	-1
Cc1ccc(NC(=O)NCc2c(C)nn(C)c2C)cc1Cl	1.4	3.0	2	51	0.2	0.2	-1	-2	-2	1	-3
O=C(NN=Cc1ccc([N+](=O)[O-])cc1)c1ccncc1	/	2.1	-7	/	/	3.4	-15	5	-10	5	-10
O=C(CSc1nnc(COc2ccc(F)cc2)o1)N1CCCCC1	3.0	1.7	-5	2	-1.6	0.3	-2	-7	21	-1	3
CC(=O)Nc1ccc(C(=O)OCC(=O)N(Cc2ccccc2)C(C)(C)C)cc1	-1.5	2.1	3	329	-1.9	-3.5	15	8	10	-14	0
CCN(CC)CCN(C(=O)c1ccc(C(=O)c2ccccc2)cc1)c1nc2ccc(OC)cc2s1	2.0	3.8	-6	-5	-0.3	-1.5	8	-12	-5	13	4
NNC(=O)c1sc(-c2ccccc2)cc1N	-0.5	3.0	-9	-3	-0.3	0.3	-1	-16	-1	4	-13
COc1ccccc1-n1cnnc1SCC(=O)NC1CCCC1	-0.1	0.8	0	-10	0.3	-0.6	3	-17	-2	6	4
Cc1cccc(NC(=O)C[n+]2ccccc2)c1	1.6	1.6	-8	-8	-0.6	-4.0	19	5	-1	-5	6
C[C@H]1CCC[C@@]2(O[C@H](CCO)C[C@@H](O)[C@@H]2O)O1	0.6	1.4	7	10	-0.3	5.1	-28	-4	-11	/	8
CCn1c(SC(C)C)nnc1-c1cc(-c2ccccc2)sc1N	-2.3	-0.9	1	-3	-4.3	3.0	-16	-15	-23	/	7
O=C(c1ccc(=O)[nH]c1)N1CCN(S(=O)(=O)c2ccccc2)CC1	0.9	-0.5	-2	-8	0.3	-2.4	12	2	-14	0	-1
CCCCOC(=O)Nc1ccc(C(N)=O)cc1	3.1	1.4	-13	-14	-1.3	-4.6	19	1	12	4	1
COC(=O)c1sc(-c2ccccc2)cc1NC(=O)c1ccc(OC)cc1	1.2	3.0	-10	-6	2.3	-0.4	3	-6	-13	-8	2
O=C(CSc1nc(-c2ccc(F)cc2)cc(C(F)(F)F)n1)NCCN1CCOCC1	1.1	3.4	-2	6	0.6	-1.3	7	-10	19	-8	-1
O=C(Nc1ccc(Cl)cn1)Nc1cccs1	-0.8	2.9	7	-26	3.4	-1.0	6	-11	2	9	-9
CC[C@@H]1C=C(C(=O)O)[C@H](c2cccc(C)c2)N1S(=O)(=O)c1ccc(C)cc1	3.2	0.9	-11	/	-0.4	-0.2	1	-9	2	-4	-5
COc1ccc(CCNC(=O)C(NS(=O)(=O)c2cccc3nsnc23)C(C)C)cc1OC (stereo unspecified)	4.7	2.2	-6	/	-8.6	-3.1	16	-13	-12	-6	1
CCc1nnc(N/N=C/c2ccc(O)c(OC)c2)n1N	5.8	5.4	5	-33	2.8	7.8	-39	-6	-6	8	2
CC(C)c1nn(-c2cc(C(F)(F)F)ccn2)c(=O)o1	-1.4	2.4	2	-10	-2.0	-2.8	14	1	38	2	0
COc1ccc(C(C(=O)NC2CCCCC2)N(Cc2ccco2)C(=O)CNC(=O)c2ccco2)cc1 (stereo unspecified)	-1.1	0.2	8	/	-1.2	-0.8	5	5	-23	-32	-6
COC(=O)c1nn(-c2ccccc2)c(Sc2ccc(Br)cc2)c1/C=N/O	-2.9	0.7	-7	-19	-1.5	-0.9	5	-11	8	-18	9
CC1(C)CCC(=O)N2CC[C@H]3C[C@H](OC(=O)Nc4ccccc4)C[C@@H]1[C@H]32	1.0	2.8	5	199	-2.4	0.6	-3	6	7	-19	-3
O=C1COc2ccc(C(=O)c3ccccc3C(=O)NCc3ccccc3)cc2N1	2.1	3.5	-19	19	1.0	0.2	-1	-5	-29	7	6
CN1c2ccccc2C(C)(C)C12CCCC(=O)N2 (stereo unspecified)	2.4	1.2	-12	0	2.2	0.5	-3	5	17	-4	-2
CCCOc1ccc2c(C)c(CC(=O)OC)c(=O)oc2c1	1.6	-0.2	-4	575	-2.3	-1.3	6	6	0	-19	5
O=C(CSc1nc(C(F)(F)F)cc(=O)[nH]1)Nc1nccs1	2.9	2.2	11	-13	3.5	-0.7	4	-10	6	-6	6
O=C(CCCc1nc(-c2ccccc2)no1)N1CCOCC1	-0.8	-0.3	7	2	0.5	-1.8	10	1	-13	/	1
Cc1ccccc1-c1n[nH]c(=S)n1/N=C/c1ccc(-c2ccccc2Br)o1	/	2.2	-9	/	/	6.0	-31	-11	4	5	4
O=C(N/N=C/c1ccccc1OC(=O)c1ccc2c(c1)OCO2)c1cccc(F)c1	0.5	-0.4	-3	-12	-0.8	0.5	-3	-2	-2	-20	23
CCN1N=C(c2cc(Cl)sc2Cl)CSC1=O	1.2	2.2	-1	148	0.0	8.6	-52	-2	-14	3	2
CCOc1ccc(C(=O)NC(C(=O)NCc2ccccc2OC)C(C)C)cc1 (stereo unspecified)	0.6	2.5	-7	-8	0.3	-1.3	7	4	-6	6	0
CCOc1ccc(/C=C2\NC(=S)NC2=O)cc1	1.2	2.0	3	-2	-3.0	-1.6	9	4	-11	3	-3
CCC[N+](C)(C)C(C)C(OC(C)=O)c1ccccc1 (stereo unspecified)	0.7	3.6	-1	-7	-0.5	-0.4	2	0	-17	-1	-1
COc1ccc(S(=O)(=O)Nc2cccc3c2O[C@H](CN(C)Cc2ccncc2)[C@@H](C)CN([C@H](C)CO)C3=O)cc1	0.1	2.2	-3	-2	1.1	-2.6	12	-9	-6	-23	-30
N=C1/C(=C/c2cccn2Cc2ccc(Cl)cc2)C(=O)N=C2SC=CN12	1.6	0.9	4	-18	-0.1	2.3	-16	-6	-16	1	-15
O=C(C[C@H]1C[C@H](C(=O)N2CCOCC2)[C@@]2(CCC3CCCC3)c3[nH]c4cc(-c5ccco5)ccc4c3CCN2C1=O)NCCc1ccccn1	-0.2	-2.5	4	/	-0.9	-0.6	3	-2	-7	-13	9
COc1cc2c(cc1OC)C(c1ccc([N+](=O)[O-])cc1)NCC2 (stereo unspecified)	1.5	-3.4	-6	22	-1.2	-1.5	8	1	2	-14	1
C=CCNC(=O)c1ccc(C2SCC(=O)N2Cc2ccccc2)cc1 (stereo unspecified)	3.8	2.1	1	-6	1.1	-1.3	6	10	-17	26	6
O=C(NCc1ccc2c(c1)OCO2)c1ccc(Cl)s1	-0.2	2.6	5	3	0.5	-1.4	6	-5	11	2	0
Cc1ccc(S(=O)(=O)N2CCCCC2C)cc1[N+](=O)[O-] (stereo unspecified)	2.2	2.4	-11	-6	1.4	-0.3	2	4	-27	4	0
Cc1ccccc1N(C(=O)Cc1cccs1)C(C(=O)NCC1CCCO1)c1cccnc1 (stereo unspecified)	0.9	-1.3	15	-3	2.0	0.8	-5	-1	-20	-30	8
CS(=O)(=O)N(CC(=O)Nc1ccccc1C(=O)N1CCOCC1)c1cccc([N+](=O)[O-])c1	4.3	0.2	-10	9	0.9	-2.4	10	-8	3	-1	-15
CC(C(=O)N(C)C1CCS(=O)(=O)C1)N1C(=O)/C(=C/c2ccc(F)cc2)SC1=S (stereo unspecified)	6.0	1.8	-3	-15	-2.9	1.8	-10	-7	-17	-3	0
O=C(Cc1c(F)cccc1Cl)N1CCCC1	2.1	1.6	11	101	0.6	0.8	-5	1	-9	/	-2
CC1CCCCN1C(=O)C12CCC(C)(/C(=N/O)C1)C2(C)C (stereo unspecified)	2.3	3.8	6	9	0.6	-1.7	8	-3	-10	-1	5
O=C(Cc1ccc(F)cc1)OCC(=O)N1CCN(S(=O)(=O)c2ccc(Cl)cc2)CC1	0.3	4.0	2	-10	1.9	2.7	-17	-4	-15	/	-2
O=C(Nc1ccccc1Cl)Nc1ccnn1C1CCN(C(=O)c2cscn2)CC1	-1.2	4.5	-3	-14	1.8	-2.6	14	-1	3	-1	26
CN1C[N+]([O-])=C(c2ccccc2)C1(C)C	1.4	-0.6	5	-5	-1.7	-3.5	20	-6	7	20	2
CC(C)(C)c1nnc(NC(=O)C2CC(=O)N(CCc3ccc(F)cc3)C2)s1 (stereo unspecified)	1.5	-1.0	-5	-21	-1.8	1.4	-11	5	-1	4	1
CCCNC(=O)CSc1nc(Cc2ccccc2)nc2ccccc12	0.3	3.2	-12	14	-1.1	-1.8	9	-7	8	-8	2
CC(=O)OC[C@H]1O[C@@H](O[C@H]2C[C@]3(C)C(C[C@@H](O)C4C([C@]5(C)CC[C@@H](C(C)(C)O)O5)CC[C@]43C)[C@@]3(C)CC[C@H](O)C(C)(C)C23)[C@H](O[C@@H]2O[C@@H](C)[C@H](O)[C@@H](O)[C@H]2O)[C@@H](O)[C@@H]1O (stereo partly specified)	-0.6	2.0	-4	-4	-1.9	0.6	-3	0	-7	-1	-2
CCOc1ccc(N2C(=O)CNC2=S)cc1	-0.7	3.5	-5	-6	0.7	-2.9	14	-9	-2	/	-3
O=C(O)c1ccc(NC(=S)NC(=O)c2ccc(-c3ccc(Br)cc3)o2)cc1	-0.6	3.9	7	21	1.2	-1.9	11	4	-16	/	-1
Cc1cc(Nc2ccc([N+](=O)[O-])cc2)nc2ccccc12	-1.2	2.4	-17	7	-1.2	-0.6	3	3	20	-22	1
COc1ccc2c(c1)c(C(=O)N/N=C/c1ccc(OC)c(OC)c1)c(C)n2C	-0.8	2.1	-23	0	0.7	-0.5	3	-7	0	-2	-2
CCC(C)(C)C1CCC(=NNC(=S)Nc2ccccc2)CC1 (stereo unspecified)	4.1	0.8	-6	-14	-3.5	4.6	-21	-1	9	-1	-3
CCOC(=O)c1cnn(-c2nc(-c3ccccc3)nc3c2COC(C)(C)C3)c1N	1.4	-0.7	3	1	0.7	-3.4	14	3	7	-25	4
CCOC(=O)N1CCC(NC(=O)c2cc(C(=O)Nc3ccc(OCC)cc3)ccc2CO)CC1	-1.2	1.1	0	6	-0.1	-1.1	6	-9	-9	0	-2

# From PubChem BioAssay
